# Screening data deposited in PubChem by National Center for Advancing Translational Sciences (NCATS).
# pAkt inh = HTS Assay for Inhibitors of Akt Phophorylation: Primary Screen; 360,000 compounds, 0.32% hits; activity change, % for hits at 50 µM; AID 651550, 2012; Neuro2A IGF-stimulated pAkt S473 HTRF, 20 min; hits give low values; in the data active = activity change below about -80%; inconclusive = mostly about -51% to -80%; note: % is set by controls: 0 for no effect and ±100 for the full control effect
#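 Single-point screen (50 µM final compound) in Neuro2A cells stimulated 20 min with 6 nM IGF at 37 deg C. After lysis, Ser473-phosphorylated Akt read by HTRF (ex 330 nm, em 615/665 nm) as the 665/615 ratio.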
# EPAC2 ag = qHTS for Agonist of cAMP-regulated guanine nucleotide exchange factor 4 (EPAC2): primary screen; EPAC2 activation, biochemical qHTS; response scale: 100% = 6.5 mM cAMP response; Potency, µM (series often up to 154 µM), for inactives: at the highest dose activation, usual class: activators; 360,000 compounds, 0.079% hits; note: potency is the fitted concentration of half-maximal effect; nearly all actives have a fitted effect of over 50% in size
# Target sequence (Q8WZA2 whole entry, looked up): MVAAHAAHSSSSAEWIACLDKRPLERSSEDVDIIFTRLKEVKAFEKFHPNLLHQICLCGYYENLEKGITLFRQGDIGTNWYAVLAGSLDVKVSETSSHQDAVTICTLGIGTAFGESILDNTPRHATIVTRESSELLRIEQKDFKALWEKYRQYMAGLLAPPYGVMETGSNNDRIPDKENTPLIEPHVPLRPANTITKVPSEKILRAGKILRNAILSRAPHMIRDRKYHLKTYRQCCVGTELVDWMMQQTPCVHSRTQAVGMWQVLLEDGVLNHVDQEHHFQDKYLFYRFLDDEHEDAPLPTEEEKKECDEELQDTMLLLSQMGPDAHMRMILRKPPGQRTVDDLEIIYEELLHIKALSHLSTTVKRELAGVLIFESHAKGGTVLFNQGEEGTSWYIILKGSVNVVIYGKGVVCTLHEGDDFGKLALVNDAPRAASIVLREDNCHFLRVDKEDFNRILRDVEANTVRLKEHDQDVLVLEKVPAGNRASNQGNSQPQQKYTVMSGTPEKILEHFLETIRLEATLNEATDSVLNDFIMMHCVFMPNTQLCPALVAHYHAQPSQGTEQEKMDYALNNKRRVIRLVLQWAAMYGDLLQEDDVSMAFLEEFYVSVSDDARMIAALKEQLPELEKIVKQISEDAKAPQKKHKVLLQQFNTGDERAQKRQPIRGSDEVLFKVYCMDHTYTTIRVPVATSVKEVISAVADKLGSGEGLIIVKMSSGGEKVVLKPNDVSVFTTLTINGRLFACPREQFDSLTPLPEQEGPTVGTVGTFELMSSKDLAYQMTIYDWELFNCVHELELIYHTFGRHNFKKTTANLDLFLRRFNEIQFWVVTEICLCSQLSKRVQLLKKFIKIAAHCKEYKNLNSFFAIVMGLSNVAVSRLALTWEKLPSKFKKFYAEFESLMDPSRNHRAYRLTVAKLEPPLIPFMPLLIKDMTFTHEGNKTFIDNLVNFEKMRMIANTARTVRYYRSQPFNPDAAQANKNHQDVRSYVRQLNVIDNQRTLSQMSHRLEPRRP
#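 Each well held 100 nM EPAC2, 250 nM RAP1B-BODIPY-GDP and 50 uM GDP. Fluorescence, read at 5-min intervals to 30 min, was referenced to a 6.5 mM cAMP positive control.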
# DRD3 antagonist = qHTS of D3 Dopamine Receptor Antagonist: qHTS; D(3) dopamine receptor (Homo sapiens), P35462; D3R cells, DiscoveRx beta-arrestin luminescence, antagonist mode; hits give low values; max response, negative = inhibition, %; 360,000 compounds, 2.5% hits; AID 652054, 2013; in the data active = max response below about -50%; inconclusive = no clear call, values can overlap the other calls; note: % is set by controls: 0 for no effect and ±100 for the full control effect; mostly tested at two doses, the higher about 12 µM
#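 Cells plated overnight at 1500 cells/well, then exposed to library compounds with dopamine controls for 90 minutes at 37 degrees C. DiscoveRx reagent added for 30–60 minutes at room temperature; luminescence read, quantitative HTS format.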
# EPAC2 antagonist = qHTS for Antagonist of cAMP-regulated guanine nucleotide exchange factor 2 (EPAC2): primary screen; Rap guanine nucleotide exchange factor 4 (Homo sapiens), Q8WZA2; EPAC2 GEF exchange of Rap1B-BODIPY-GDP, fluorescence; Potency, µM (top dose mostly 114 µM), inactives show at the top dose activity, negative = inhibition, usual class: inhibitors; 360,000 compounds, 0.18% hits; AID 720708, 2013; note: potency is the fitted concentration of half-maximal effect; % is set by controls: 0 for no effect and ±100 for the full control effect; nearly all actives have a fitted effect of over 45% in size; many of its hits are not listed in these tables
# PTHR1 agonist = qHTS for PTHR1 Agonists: Primary Screen; HEK293 GP2 PTHR1 cells, GloSensor cAMP luminescence, 1 h; Potency, µM (highest dose often 115 µM), without a hit: at the highest dose activation, hits mostly activators; 410,000 compounds, 0.075% hits; note: potency is the fitted concentration of half-maximal effect; nearly all actives have a fitted effect of over 55% in size; some results filed as inactive show a strong effect at the top dose; inactives centre near -15; many of its hits are not listed in these tables
#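 HEK-293-derived GP2 cells expressing PTHR1 and a GloSensor cAMP reporter, 3,000/well, plated overnight, given luciferin plus IBMX (each 0.5 mM as added) for 1 h at 37 °C, then compound for 1 h at 37 °C. Luminescence was read after 15 min at room temperature.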
# CCT modulator = High-Throughput Screening for Modulators of Cytosolic Chaperonin Activity; purified chaperonin ATPase assay, HTRF ADP detection, 30 min; activity change, % (concentration not given with the values), hits read low; 360,000 compounds, 0.3% hits; in the data active = activity change below about -30%; note: % is set by controls: 0 for no effect and ±100 for the full control effect
#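 Nucleotide hydrolysis assay: TRiC at 20–40 nM final (set by batch activity) with 10 uM ATP, 30 min at 37 °C, in presence of 76 uM compound. Detection by competitive ADP HTRF, 30 min ambient.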
# DRD3 agonist = qHTS of D3 Dopamine Receptor Agonist: qHTS | 410,000 compounds, 0.58% hits | D3R DiscoveRx beta-arrestin cells, luminescence, 90 min | max activation, % | D(3) dopamine receptor (Homo sapiens), P35462; in the data active = max activation above about 30%; note: 0% is about no effect; mostly tested at two doses, the higher about 12 µM
#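 Cells at 1500/well, incubated overnight, then treated with pinned compounds (dopamine as control) for 90 min at 37 degrees C. DiscoveRx reagent added for 30 - 60 minutes at room temperature; luminescence read.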
# MmCpn inh = Inhibitors of TCP-1 ring complex (TRiC) of Methanococcus maripaludis (MmCpn): qHTS; Chaperonin Mm-Cpn (Methanococcus maripaludis); purified Mm-Cpn ATPase, ADP Transcreener TR-FRET; Potency, µM (doses to about 76.9 µM), for inactives: at the top dose activity, negative = inhibition, most hits filed as inhibitors; 330,000 compounds, 0.031% hits; note: potency is the fitted concentration of half-maximal effect; % is set by controls: 0 for no effect and ±100 for the full control effect; nearly all actives have a fitted effect of over 80% in size
#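 ATPase turnover read by TR-FRET ADP competition (Eu cryptate antibody/ADP-d2, 665/590 nm): 10uM ATP final, 25nM Mm-CPN final, 30 min 37degC after 10-min compound preincubation, pH 7.4 Tris/KCl/MgCl2/DTT buffer.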
# * marks the source's active call; other numbers are inactive results; i = inactive; u = inconclusive; x = no result given; [ ] = remark or other dose. Unless noted, calls come from the whole dose curve; as a rule, active = well fitted curve in the direction sought with a large enough effect; inconclusive = small, poorly fitted or top-dose-only effect, or another doubt; inactive = no such curve, though single readings can be large; an effect the other way counts as inactive or inconclusive.
SMILES,pAkt inh,EPAC2 ag,DRD3 antagonist,EPAC2 antagonist,PTHR1 agonist,CCT modulator,DRD3 agonist,MmCpn inh
O=C(CN1CCC(NC(=O)c2ccco2)CC1)Nc1ccccc1C(F)(F)F,i,2%,-1,8%,-18%,1.0,4,5%
Cc1ccc(-n2c(Cc3cccs3)nnc2SCC(N)=O)cc1,i,0%,-20,2%,i,-3.0,0,-1%
CC(C)(C)NC(=O)CSc1nnc(-c2ccccc2)c(-c2ccccc2)n1,i,5%,6,-6%,-29%,-6.0,-15,2%
CCN1C(=O)[C@@H]2[C@@H](c3ccc(-c4ccc(Cl)c(Cl)c4)c(OC)c3)N3CCCC[C@@]3(C(=O)OC)[C@@H]2C1=O,i,11%,-7,-8%,i,-3.3,1,u
CCC1=NN(C(=O)c2cccc([N+](=O)[O-])c2)C(O)(c2ccc(C)cc2)C1 (stereo not drawn),i,-3%,-21,-13%,-17%,-0.8,-4,1%
COc1ccccc1CNC(=O)c1ccc2c(=O)n3c(nc2c1)CCCCC3,i,-6%,7,2%,i,-0.9,4,1%
CCOc1nc(NC(=O)NC(=O)c2ccccc2)nc(-c2ccccc2)n1,i,2%,u,-2%,i,0.8,3,2%
Clc1cccc(Cc2c(-c3ccco3)nc3c4ccccc4ccn23)c1,i,19%,-13,-14%,-18%,-0.6,4,x
COc1ccc(N/C=C/C(=O)C(F)(F)F)cc1,i,10%,-3,-8%,-14%,-2.5,2,-3%
COc1ccc(S(=O)(=O)NNC(=O)C2Cc3c(ccc4ccccc34)O2)cc1 (stereo not drawn),i,-6%,7,3%,-48%[inhibitor],-2.9,4,-6%
COc1ccc(S(=O)(=O)N2CCOCC2)cc1NC(=O)COC(=O)C1COc2ccccc2O1 (stereo not drawn),i,4%,12,7%,-12%,-1.2,3,0%
Cc1cc(NC(=O)NC(=O)c2ccc(F)cc2F)n[nH]1,i,12%,-18,-2%,u,-1.3,-5,-6%
CCC1CCCCN1C(=O)c1ccc(OC)c(OC2CCN(C(C)C)CC2)c1 (stereo not drawn),i,-6%,-3,-2%,i,1.2,-1,u
COc1ccc(OC)c(CNC(=O)c2coc(=O)c3ccccc23)c1,i,-2%,9,5%,-7%,0.2,4,0%
Oc1ccc(C[C@@H]2CNC(=S)N2CCc2cc(C(F)(F)F)cc(C(F)(F)F)c2)cc1,i,-2%,6,-28%,i,-0.4,1,1%
O=C(/C=C\c1ccc2c(c1)OCO2)NC1(C(=O)Nc2ccc3c(c2)OCO3)CCCCC1,i,-3%,18,3%,i,-1.3,-6,0%
CCC(=O)N(C)CCc1cc2c(c(OC)c1/C=N/NC(=O)c1ccncc1)OCO2,i,-3%,16,8%,i,0.4,-12,2%
CCN(CC)CCOC(=O)C1(C2CCCCC2)CCCCC1,i,7%,x,4%,-5%,-0.3,x,-1%
Cc1ccc(C)c(OCCn2nnc3ccccc32)c1,i,-3%,-6,u,-12%,-1.6,-1,2%
O=C1C2CC=C(Cl)CC2C(=O)N1CCN1CCOCC1 (stereo not drawn),i,-1%,33,10%,i,-3.7,1,-1%
COCCNC(=O)C(=O)NCC1OCCN1S(=O)(=O)c1cccs1 (stereo not drawn),i,2%,-20,-4%,27%,-1.6,7,-4%
COc1ccc(CC2(c3ccccc3)NC(=O)NC2=O)cc1 (stereo not drawn),i,7%,16,-13%,-1%,0.2,3,x
CCCc1nnc(NC(=O)CN2C(=O)c3ccccc3C2=O)s1,i,1%,1,-3%,-3%,-4.1,-13,u
O=C(Cn1c(=O)n(CCC(=O)N2CCCCC2)c(=O)c2sccc21)NCc1ccccc1,i,-12%,14,12%,i,0.6,-9,-8%
CC1CCCC(C)N1C(=O)COC(=O)C(Cc1ccccc1)NC(=O)c1cccs1 (stereo not drawn),i,13%,-8,-3%,6%,2.2,-7,0%
# New compounds follow.
SMILES,pAkt inh,EPAC2 ag,DRD3 antagonist,EPAC2 antagonist,PTHR1 agonist,CCT modulator,DRD3 agonist,MmCpn inh
Clc1ccccc1/C=C/C=N/Nc1nc(N2CCOCC2)nc(N2CCOCC2)n1,i,6%,13,0%,i,-0.4,-9,-1%
CC(=O)Nc1ccc(S(=O)(=O)NCCSCc2ccco2)cc1,x,11%,26,-1%,-14%[57.5 µM],-2.9,4,-10%
CC1=C(C(=O)Nc2ccccc2C)C(c2ccccc2)NC(=O)N1 (stereo not drawn),i,5%,6,4%,-30%[inhibitor],-0.4,3,-2%
O=[N+]([O-])c1ccc(N/N=C/c2c[nH]c3ccccc23)cc1,i,-9%,-26,-3%,-13%,0.0,-11,-2%
COc1ccc(S(=O)(=O)N2CCOCC2)cc1NC(=O)COC(=O)CC1CC2CCC1C2 (stereo not drawn),i,5%,4,-18%,-11%,0.4,0,3%
O=c1c2[nH]c3ccc(F)cc3c2nc2n1CCS2,i,1%,2,0%,i,1.7,13,-6%
CC(C)Cn1c(SCC(=O)Nc2ccc3[nH]c(=O)[nH]c3c2)nc2ccccc2c1=O,i,-5%,0,16%,-16%,-1.4,1,0%
Cc1ccnc(NS(=O)(=O)c2ccc(NS(=O)(=O)c3cccs3)cc2)n1,i,8%,-30,11%,i,-1.6,3,1%
CC(C)(C)NC(=O)NC(=O)Cn1cc(C(F)(F)F)ccc1=O,i,2%,-27,0%,i,-0.4,-7,-1%
NC(=O)C1(N2CCCCC2)CCN(C(=O)Nc2ccccc2C(F)(F)F)CC1,x,-83%[inhibitor][15.6 µM],20,-11%,i,0.9,6,-2%
Cc1nn(-c2ccccc2)c(C)c1/C=N/NC(=O)CSc1nnc(SCc2ccc(Cl)cc2)s1,i,5%,35,16%,-22%,-0.8,4,-5%
O=C(O)CCc1nc(-c2ccccc2)no1,i,-1%,-11,9%,i,0.3,-3,0%
Cc1ccc(NC(=O)Nc2cccc(C(F)(F)F)c2)nc1,i,1%,18,1%,-18%,1.4,5,-3%
Cc1c(C(=O)c2ccccc2)c2ccccn2c1CCC#N,i,4%,-13,-10%,i,-1.8,-2,-2%
Cc1ccc(NC(=O)c2cccs2)cc1NC(=O)c1ccc(F)cc1,i,-2%,13,0%,-5%,1.4,5,0%
Cc1cccc(C)c1OCc1n[nH]c(=S)n1-c1ccccc1,i,-3%,-6,2%,-24%,-3.2,-4,0%
CCOC(=O)COc1cc(=O)n(CC)c2ccccc12,i,-4%,-5,-10%,-74%[inhibitor],-2.2,-1,-1%
O=C(NCCc1ccccc1)c1cccc(N2C(=O)C3CC=CCC3C2=O)c1 (stereo not drawn),i,15%,4,-2%,-7%,-1.4,6,1%
NC(=O)COC(=O)c1cc(=O)[nH]c2ccc(S(=O)(=O)Nc3ccc(F)cc3)cc12,i,-2%,1,-6%,-12%,1.0,-2,0%
COC(=O)c1ccccc1NC(=O)CSc1nc(C)cc(C)n1,i,2%,9,-16%,-10%,1.0,0,0%
NC(=O)c1c(NC(=O)c2cccnc2)sc2c1CCCC2,i,7%,1,3%,-20%,-1.8,23,1%
O=C(CSc1ccccn1)c1ccc(F)cc1,i,5%,-2,3%,-8%[57.5 µM],-2.3,-5,-1%
COc1cccc(C(=O)N/N=c2/oc3ccccc3cc2C(N)=O)c1,i,14%,5,0%,-6%,2.2,3,-2%
Cn1cc(C(=O)N2CCN(c3ccccn3)CC2)c(=O)c2cc(S(=O)(=O)N3CCOCC3)ccc21,i,5%,15,-2%,i,0.2,3,2%
CCOc1ccc(-n2nnnc2SCC(=O)NC2CCCC2)cc1,i,2%,10,-3%,-3%,-2.7,8,0%
# (listing goes on)
SMILES,pAkt inh,EPAC2 ag,DRD3 antagonist,EPAC2 antagonist,PTHR1 agonist,CCT modulator,DRD3 agonist,MmCpn inh
O=C(CCN1C(=O)C2C3C=CC(C3)C2C1=O)NCC1CCCO1 (stereo not drawn),i,1%,6,-3%,i,-3.6,6,2%
CC(=O)Nc1ccc(NC(=O)CSc2nc3c([nH]c4ccccc43)c(=O)n2-c2ccccc2F)cc1,i,12%,13,-1%,-17%,-0.5,4,-6%
COc1ccc(C2c3[nH]c4ccccc4c3CCN2C(=O)c2ccccc2C(C)=O)c(F)c1 (stereo not drawn),i,8%,u,-18%,-58%,-1.2,-14,-13%
COc1ccc(Nc2nc(NCc3ccco3)nc(N)c2[N+](=O)[O-])cc1,i,-2%,14,1%,-3%,-2.4,12,-3%
COC(=O)c1ccc(OC)c(CSc2nnc(COc3cccc(C)c3)o2)c1,i,14%,11,-1%,-20%[57.5 µM],-1.1,1,0%
COc1ccc(-n2c(=O)c3c4c(sc3n(CC(=O)NCC3CCCO3)c2=O)CN(C(C)=O)CC4)cc1OC (stereo not drawn),i,7%,29,8%,-20%,-2.7,0,x
C#Cc1ccc([C@H]2C=C(C(=O)OCC=C)O[C@@H](OCCCCO)C2)cc1,i,6%,24,-14%,-34%[inhibitor],-2.4,7,x
CN(C)C(=S)Nc1ccc2c(c1)OCCO2,i,14%,12,2%,i,0.4,-6,2%
CCN1CCCC1CNC(=O)C1CCCN(S(=O)(=O)c2cccc3nsnc23)C1 (stereo not drawn),i,2%,-19,1%,-8%[57.5 µM],0.0,-4,3%
COc1ccc(Cl)cc1S(=O)(=O)N1CCC(C(=O)NCC2CCCO2)CC1 (stereo not drawn),i,6%,u,-5%,-25%,-2.2,-16,-1%

# Some of these compounds in order of formula weight, smallest number first.
SMILES,pAkt inh,EPAC2 ag,DRD3 antagonist,EPAC2 antagonist,PTHR1 agonist,CCT modulator,DRD3 agonist,MmCpn inh
C#Cc1ccc([C@H]2C=C(C(=O)OCC=C)O[C@@H](OCCCCO)C2)cc1,i,6%,24,-14%,-34%[inhibitor],-2.4,7,x
COC(=O)c1ccc(OC)c(CSc2nnc(COc3cccc(C)c3)o2)c1,i,14%,11,-1%,-20%[57.5 µM],-1.1,1,0%
COc1ccc(Cl)cc1S(=O)(=O)N1CCC(C(=O)NCC2CCCO2)CC1 (stereo not drawn),i,6%,u,-5%,-25%,-2.2,-16,-1%

# An excerpt, so the mix of outcomes need not match the whole.
